# Screens from PubChem.
# LMNA splice mod: modulators of lamin A splicing; Potency, µM (titrated, usually from 46.1 µM), for the others: top-dose ratio change, negative = inhibition, usual class: inhibitors; 200,000 tested, 0.01% active; HeLa LMNA splicing GFP/RFP minigene ratio, 48 h; active = well fitted inhibition curve with a large enough effect in the signal ratio, with a control signal flat, not every such curve was filed as active; inconclusive = small, poorly fitted or top-dose-only effect, or effect the other way, or a change in a side signal; the % refers to the signal ratio
#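 S3 HeLa stable clones carrying a lamin A-EGFP splicing minigene plus DsRed2 were seeded at 600 cells/well in Opti-MEM with 2% FBS, pin-dosed and incubated 48 h at 37°C. Acumen cytometry (488 nm) gave the GFP/RFP total-intensity ratio.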
# Tau fibril ThT: inhibitors of human tau fibril formation, thioflavin T binding | 270,000 tested, 2.1% active | recombinant tau K18 P301L (four-repeat tau fragment), heparin-induced fibrillization, ThT fluorescence | AID 1460 | Potency, µM (doses to about 57.4 µM), without a hit: top-dose activity, negative = inhibition, usual class: inhibitors; active = well fitted inhibition curve with a large enough effect; inconclusive = small, poorly fitted or top-dose-only effect; also: nearly all actives have a fitted effect of over 55% in size
# Target sequence (P10636 561-689 P618L limits assumed): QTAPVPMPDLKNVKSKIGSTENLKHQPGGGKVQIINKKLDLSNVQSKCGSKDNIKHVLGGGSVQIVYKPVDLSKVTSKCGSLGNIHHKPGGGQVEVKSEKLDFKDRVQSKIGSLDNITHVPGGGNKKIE
#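 Aggregation was driven by heparin (20 uM final) acting on recombinant tau […] bearing P301L in 100 mM sodium acetate pH 7; fibrils were detected with Thioflavin T.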
# Numbers without * were called inactive; ? = inconclusive; [ ] = another dose, or the depositor's remark. % is scaled to controls: 0 for no effect and ±100 for the full control effect; potency is read from the fitted curve at half-maximal effect.
# Sequence of screens: LMNA splice mod	Tau fibril ThT
> COc1cc(OC)c(OC)cc1CNCCCSc1nnnn1C
  16%[46 µM]	12%
> O=C(c1nc(-c2ccc(Cl)cc2)n2c1CCCCC2)N1CCN(c2ccccc2)CC1
  -10%[46 µM]	-10%
> CCCOc1ccc(OC(=O)c2sc3ncn(Cc4cccc(F)c4)c(=O)c3c2C)cc1
  23%[46 µM]	-15%
> CCOC(=O)c1c(C)oc2nc(C)nc(NCc3ccc(C)cc3)c12
  ?	?
> CCc1ccccc1NC(=O)Cn1c(=O)oc2ccccc21
  -6%[46 µM]	6%
> Cc1ccc(NC(=O)c2sc(-n3nc(C)c(CCC(C)C)c3C)nc2C)cc1C
  11%[46 µM]	?
> CC(=O)c1ccc(NC(=O)CCc2c(C)nn(-c3ccc(N4CCCCC4)nn3)c2C)cc1
  -10%[46 µM]	?
> CCn1c2c(c(=O)n3ncc(C(=O)N4CCN(c5ccc(C(C)=O)cc5)CC4)c13)CN(Cc1ccc(OC)cc1)CC2
  -14%[46 µM]	?
> CCn1cc(S(=O)(=O)c2ccc(Cl)cc2)c(=O)c2cc(F)c(N3CCOCC3)cc21
  -6%[46 µM]	-1%
> Cc1ccc(CNC(=O)Cn2cc(S(=O)(=O)Cc3ccccc3Cl)c3ccccc32)cc1
  8%[46 µM]	7%
> CCC(Oc1ccccc1F)C(=O)N1CCC(c2nc3ccccc3s2)CC1 (stereo not drawn)
  ?	?
> CC(C)(C)OC(=O)N1CCC(c2c(C(=O)N3CCN(c4ccccn4)CC3)cnn2-c2ccc(F)cc2F)CC1
  22%[46 µM]	-14%
> Cc1csc2nc(COC(=O)CNC(=O)c3ccccc3)cc(=O)n12
  -7%[46 µM]	-6%
> COc1ccc(C(=O)NCC(c2ccco2)S(=O)(=O)c2cccs2)cc1 (stereo not drawn)
  10%[46 µM]	3%
> CCc1nn2c(=O)cc(COC(=O)c3ccccc3)nc2s1
  -11%[46 µM]	?
> CCOCCCNc1ncnc2c1cnn2-c1ccc(C)c(C)c1
  ?	-16%
> Cc1ccc(NC(=O)CN2C=NS(=O)(=O)c3ccccc32)cc1
  6%[46 µM]	0%
> Cc1ccc(NC(=O)Cn2c(=O)ccc3cc(S(=O)(=O)N4CCC(C)CC4)ccc32)cc1C
  -3%[46 µM]	14%
> Cc1cccc(CSc2nnc3[nH]c(=O)cc(-c4ccccc4)n23)c1
  -6%[46 µM]	?
> COc1ccc(N2CC(NC(=O)COc3ccc4ccccc4c3)CC2=O)cc1OC (stereo not drawn)
  16%[46 µM]	-15%
> CNC(=O)c1c(NC(=O)c2ccc(S(=O)(=O)N3CCCCC3)cc2)sc2c1CCC2
  1%[46 µM]	?
> CCc1nn2c(=O)cc(COC(=O)c3ccc4c(c3)OCO4)nc2s1
  -6%[46 µM]	-13%
> Cc1ccc(S(=O)(=O)c2cn(C)c3cc(N4CCN(C)CC4)c(F)cc3c2=O)cc1
  8%[46 µM]	5%
> CCOc1ccccc1NC(=O)C1=C(C)Nc2ncnn2C1c1sccc1C (stereo not drawn)
  ?	-14%
> O=c1[nH]c2ccc(NS(=O)(=O)c3ccc(F)cc3)cc2s1
  -1%[46 µM]	1%
> COCCn1c(C)cc(O)c(C(c2ccccc2)N2CCN(c3ccc(F)cc3)CC2)c1=O (stereo not drawn)
  17%[46 µM]	?
> CNC(=O)C1CCN(C(=O)N2CC(C)Oc3ccc(C)cc32)CC1 (stereo not drawn)
  10%[46 µM]	5%
> Cc1ccc(NC(=O)C(=O)NCC(c2cccnc2)N2CCc3ccccc32)cc1Cl (stereo not drawn)
  1%[46 µM]	-7%
> CCOC(=O)c1[nH]c(C)c(CCC(=O)Nc2cccc(C(F)(F)F)c2)c1C
  ?	-4%
> CCN(Cc1nc(-c2ccc(OC)cc2)oc1C)S(=O)(=O)c1ccc(Cl)cc1
  -9%[46 µM]	-3%
> COc1ccc(CNC(=O)Cc2csc3nc(-c4ccc(F)cc4)cn23)cc1
  7%[46 µM]	5%
> COC(=O)c1c(-c2ccc(Cl)cc2)noc1N1CCN(c2cccc(OC)c2)CC1
  ?	-15%
> CCCCNC(=O)c1cc2n(n1)CCCN(Cc1ccc(C)cc1)C2=O
  ?	-4%
> O=C(Cc1ccc(F)cc1)NCCc1csc2nc(-c3ccccc3F)nn12
  23%[46 µM]	11%
> Cc1ccc(NS(=O)(=O)c2cn(C)c(C)n2)c(Br)c1
  12%[46 µM]	-1%
> CC(C)c1ccc(S(=O)(=O)N2CCN(Cc3cccc(F)c3)CC2)cc1
  -20%[46 µM]	-7%
> Cc1ccc(S(=O)(=O)NCC(c2ccc(N(C)C)cc2)N2CCc3ccccc32)cc1 (stereo not drawn)
  -4%[46 µM]	?
> CCC1CN(C(=O)N2CCC(C(=O)NCCc3ccccc3C)CC2)c2ccccc2O1 (stereo not drawn)
  ?	-15%
> CCC(CC)C(=O)Nc1ccc2nc(SCC(=O)N3CCOCC3)sc2c1
  3%[46 µM]	-3%
> CC(=O)c1cccc(Nc2ncnc3c2cnn3C)c1
  0%[46 µM]	-17%
> COC(=O)c1c(C)sc(-c2c(-c3ccc(F)cc3)[nH]c3[nH]c(=O)[nH]c(=O)c23)c1O
  12%[46 µM]	?
> CCOCCCn1c(SCC(=O)Nc2ccccc2CC)nc2ccccc2c1=O
  -5%[46 µM]	-7%
> COc1cccc(-c2cn3c(n2)sc2cc(C(=O)NCCc4ccccc4)ccc23)c1
  14%[46 µM]	-14%
> Cc1nc(-c2ccc(Cl)cc2)sc1CCNC(=O)C(=O)Nc1ccc2c(c1)OCO2
  ?	?
> Cc1ccc(Cl)cc1N1CCN(c2ncnc3onc(C)c23)CC1
  ?	?
> Cc1cccc(NC(=O)Cn2c(SCC(=O)NCc3ccccc3)nc3ccccc32)c1C
  13%[46 µM]	-8%
> CCOc1ccc(CCNc2ncnc3onc(-c4ccc(F)cc4)c23)cc1OCC
  -2%[46 µM]	-1%
> Cc1ccc(CCNC(=O)c2ccc(CS(=O)(=O)Cc3ccc(Cl)cc3)o2)cc1
  -6%[46 µM]	-14%
> Cc1c(Cl)cccc1NC(=O)CSc1nc(=O)n(Cc2cccnc2)c2c1CCC2
  2%[46 µM]	-8%
> CC(=O)c1cccc(NC(=O)Cc2ccc(NC(=O)N3CCCCc4ccccc43)cc2)c1
  -20%[46 µM]	-4%
> Cc1ccc(NC(=O)c2sc(-n3nc(C)c(Cc4ccc(Cl)cc4)c3C)nc2C)cc1
  7%[46 µM]	4%
> Cc1ccc(NC(=O)C(=O)NCC(c2ccc3c(c2)OCO3)N2CCOCC2)cc1C (stereo not drawn)
  1%[46 µM]	-2%
> Cc1nc(N2CCOCC2)c2c(C(=O)N3CCN(c4cc(Cl)ccc4C)CC3)c(C)oc2n1
  -9%[46 µM]	-10%
> CSc1cccc(-c2nnc(NC(=O)c3ccc4c(c3)OCCO4)o2)c1
  ?	?
> Clc1cccc(-n2ncc3c(NC4CCCCC4)ncnc32)c1
  ?	-8%
> COc1ccc(S(=O)(=O)n2nc(-c3ccco3)nc2NCc2ccc(N(C)C)cc2)cc1
  -16%[46 µM]	11%
> CCOc1ccc(-c2nn(CC(=O)NC3CCCC3)c3c2cnc2ccc(C)cc23)cc1
  -5%[46 µM]	-2%
> COc1ccccc1OC(C)C(=O)Nc1ccc(-c2nc3ccccc3s2)cc1 (stereo not drawn)
  12%[46 µM]	-14%
> Cc1ccc(NC(=O)CN2C(=O)c3ccccc3Sc3ccc(C(=O)N4CCOCC4)cc32)cc1C
  -18%[46 µM]	-18%
> CC(=O)c1ccc(N2CCN(C(=O)C3CCN(S(=O)(=O)c4cn(C)cn4)CC3)CC2)cc1
  1%[46 µM]	-9%

# Later entries:
# Sequence of screens: LMNA splice mod	Tau fibril ThT
> Cc1ccc(Cn2c(CNC(=O)Cc3cccc([N+](=O)[O-])c3)nc3cccnc32)cc1
  -1%[46 µM]	?
> COc1cccc2cc(-c3nnc(Nc4ccccc4C)s3)c(=O)oc12
  20%[46 µM]	2%
> COc1cc(C2CC(=O)Nc3c2c(=O)n(C)c(=O)n3C)cc(OC)c1OC (stereo not drawn)
  -7%[46 µM]	-1%
> O=C(Nc1ccccc1C(F)(F)F)N1CCC(CN2CCc3ccccc3C2)CC1
  ?	1%
> CCOc1ccc(C(=O)N2CCC(c3nc4ccccc4o3)CC2)cc1
  ?	?
> O=C(NCC(c1ccc2c(c1)OCO2)N1CCOCC1)C(=O)Nc1cccc(Cl)c1 (stereo not drawn)
  2%[46 µM]	2%
> Cc1cccn2c(=O)cc(CSc3nnc(NC(=O)c4ccc(F)cc4)s3)nc12
  -8%[46 µM]	6%
> Cc1cccc(NC(=O)CSc2nnc3[nH]c(=O)cc(-c4ccccc4)n23)c1C
  8%[46 µM]	?
> O=C(CN1C(=O)C2CCCCN2c2ccc(C(=O)N3CCCC3)cc21)NCc1ccccc1F (stereo not drawn)
  8%[46 µM]	13%
> CCOC(=O)C1CCN(c2ncnc3c2c(-c2ccccc2)cn3-c2ccc(C)c(Cl)c2)CC1
  ?	-11%
> Cc1cccc(NC(=O)CSc2nc3ccc(NC(=O)c4ccccc4)cc3s2)c1
  31%[46 µM]	3%
> COCCCNC(=O)C1CCN(Cc2cc3ccccc3n2Cc2ccccc2C)CC1
  -4%[46 µM]	-1%
> CCN(C(=O)c1noc2c1COc1ccc(C)cc1-2)c1cccc(C)c1
  8%[46 µM]	2%
> COc1ccc(N2CCN(CCCNC(=O)C3COc4ccc(OC)cc4C3)CC2)cc1 (stereo not drawn)
  -7%[46 µM]	-12%
> COc1ccccc1NC(=O)c1cc(S(=O)(=O)NCCC2=CCCCC2)ccc1F
  -17%[46 µM]	0%
> COc1ccc(CNC(=O)Cc2ccc(NC(=O)N3CCCCc4ccccc43)cc2)cc1
  -22%[46 µM]	4%
> Cc1cc(NC(=O)Cn2c(=O)oc3cc(S(=O)(=O)N4CCCC4)ccc32)ccc1Br
  -20%[46 µM]	9%
> Cc1cccc(C(=O)N2CCc3cc(CNS(=O)(=O)c4cccs4)ccc32)c1
  -10%[46 µM]	-5%
> CCC1CN(C(=O)Nc2cc(C)ccc2OC)c2cc(Cl)ccc2O1 (stereo not drawn)
  4%[46 µM]	-15%
> CCOc1ccc(NC(=O)c2sc3nc(-c4ccc(OC)cc4)cn3c2C)cc1
  7%[46 µM]	?
> CC1CCN(S(=O)(=O)c2cccc(C(=O)NC3CCS(=O)(=O)C3)c2)CC1 (stereo not drawn)
  5%[46 µM]	-3%
> CCOc1ccc(NC(=O)C(C)n2c(=O)cc(C)c3c(C)nn(-c4ccccc4)c32)cc1 (stereo not drawn)
  -19%[46 µM]	4%
> COc1cc2c(cc1OC)C(COc1ccc(C(C)C)cc1)N(C(=O)COc1ccccc1)CC2 (stereo not drawn)
  ?	-4%
> Cc1ccc(C)c(NC(=O)Cn2cc(S(=O)(=O)Cc3cccc(Cl)c3)c3ccccc32)c1
  ?	3%
> O=C(Nc1cc(Cl)ccc1Cl)c1ccc2c(c1)N(Cc1cccc(Cl)c1)C(=O)c1ccccc1S2=O (stereo not drawn)
  0%[46 µM]	5%
> CCCCSCCCNC(=O)CN1C(=O)c2cccnc2Oc2ccc(Cl)cc21
  ?	10%
> CCn1cc(S(=O)(=O)c2cccc(C)c2)c(=O)c2cc(F)c(N3CCCCC3C)cc21 (stereo not drawn)
  ?	-10%
> CCC1CN(C(=O)N2CCC(C(=O)NCCc3ccc(Cl)cc3)CC2)c2ccccc2O1 (stereo not drawn)
  9%[46 µM]	-4%
> CCCCNC(=O)C1CCC(Cn2c(=O)c3sccc3n(CC(=O)Nc3ccccc3)c2=O)CC1 (stereo not drawn)
  ?	11%
> Cc1ccc(NC(=O)CC(C)S(=O)(=O)c2ccc3c(c2)NC(=O)CO3)c(C)c1 (stereo not drawn)
  7%[46 µM]	10%
> COc1ccc(C2C(=O)N(C3CCCCCC3)CC(=O)N2CCC2=CCCCC2)cc1 (stereo not drawn)
  -23%[46 µM]	-14%
> CCC1CCCCN1Cc1cn2c(-c3ccc(Br)cc3)nnc2s1 (stereo not drawn)
  -12%[46 µM]	-5%
> O=C(NCc1ccccc1F)c1sc2ncccc2c1-n1cccc1
  11%[46 µM]	-11%
> O=C(CSc1ncc(CO)n1Cc1ccc(Cl)cc1)NCc1ccc(F)cc1
  ?	5%
> CC1CCC(N2CC(=O)N(C3CCCC3)C(c3ccc(Cl)cc3)C2=O)CC1 (stereo not drawn)
  10%[46 µM]	-3%
> O=C(Nc1ccc2nc(SCCOc3ccccc3)sc2c1)c1ccc2c(c1)OCO2
  13%[46 µM]	?

# Some of the compounds tested. The share of hits here may be higher or lower than overall.
